Tau fibril ThT: tau fibrillization inhibition (ThT binding). P10636. recombinant tau K18 P301L, heparin-induced fibrillization, ThT fluorescence. Potency, µM (series often up to 57.4 µM), for inactives: top-dose activity, negative = inhibition, actives largely listed as inhibitors. hit rate 2.1% among 270,000; note: nearly all actives have a fitted effect of over 55% in size
Target sequence (P10636 561-689 P618L limits assumed): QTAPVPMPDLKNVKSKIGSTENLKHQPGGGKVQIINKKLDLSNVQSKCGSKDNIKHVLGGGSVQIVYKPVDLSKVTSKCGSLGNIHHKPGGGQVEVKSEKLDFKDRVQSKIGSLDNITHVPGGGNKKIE
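In this qHTS, human K18 P301L tau is incubated with compound and heparin for 6 hr at 37 C, and Thioflavin T fluorescence then reports fibril load.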
L3MBTL1 inh: blocks human L3MBTL1; Q9Y468; AlphaScreen L3MBTL1–H3K9me1 peptide binding; Potency, µM (series often up to 57.1 µM), inactives show at the highest dose activity, negative = inhibition, hits mostly inhibitors; hit rate 0.66% among 230,000; AID 485360; note: nearly all actives have a fitted effect of over 60% in size
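AlphaScreen proximity signal between nickel-chelate acceptor and streptavidin donor beads (final 10 ug/mL) reports binding of 50 nM L3MBTL1 to 75 nM biotin-H3 K9me1 peptide; complex incubated with compounds 30 min at room temperature; cefsulodin titration as control.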
ALDH1A1 block: blocks purified human ALDH1A1 activity; hit rate 7.3% among 220,000; Purified ALDH1A1, NADH fluorescence, propionaldehyde substrate; P00352; Potency, µM (doses to about 75.3 µM), inactives show at the top dose activity, negative = inhibition, hits mostly inhibitors; active = well fitted inhibition curve with a large enough effect, not every such curve was filed as active; inconclusive = small, poorly fitted or top-dose-only effect, or another doubt; inactive = no such curve, though single readings can be large or run the other way;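 note: plate controls were no enzyme wells and a reference inhibitor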
TexasRed fluor: counter-screen for TRb-SRC2 inhibitors: fluorescence interference; TRb/SRC2 Texas Red total fluorescence interference; Potency, µM (titrated, usually from 106 µM), inactives show at the top dose fluorescence change, negative = quenching; hit rate 0.29% among 280,000; AID 1479; active = well fitted curve in either direction with a large enough effect; inconclusive = small, poorly fitted or top-dose-only effect
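Human TRb ligand-binding domain at 0.6 uM with 20 nM Texas Red SRC2 peptide in Tris buffer containing 1 uM T3 and 5% DMSO, incubated with compound 5 h at ambient temperature. Total fluorescence (555/632 nm) calculated as parallel + 2 × perpendicular.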
Tau fluor counter: counter-screen for tau fibril formation inhibitors. Potency, µM (top dose mostly 57.7 µM), for the others: at the top dose activity change, negative = decrease. tau K18 P301L Alexa594 fluorescence, heparin fibrillization. hit rate 0.93% among 280,000; note: nearly all actives have a fitted effect of over 55% in size
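Human tau K18 P301L (15 uM unlabeled, 0.24 uM Alexa 594-labeled) in 100 mM sodium acetate pH 7 with 20 uM heparin, 6 hr at 37 C. ThT 30 uM added, 1 hr ambient; Alexa 594 FP and total fluorescence read at 555/632 nm.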
aGal spleen mod: inhibitors or activators of human alpha-galactosidase in spleen homogenate; P06280; human spleen homogenate, 4MU-alpha-Gal fluorescence, 40 min; Potency, µM (top dose mostly 80 µM), inactives show top-dose activity change, negative = inhibition, usual class: inhibitors; hit rate 0.008% among 240,000; AID 2107;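 note: 0% = enzyme with vehicle and -100% = no enzyme basal signal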
Target sequence (P06280 32-429 limits assumed): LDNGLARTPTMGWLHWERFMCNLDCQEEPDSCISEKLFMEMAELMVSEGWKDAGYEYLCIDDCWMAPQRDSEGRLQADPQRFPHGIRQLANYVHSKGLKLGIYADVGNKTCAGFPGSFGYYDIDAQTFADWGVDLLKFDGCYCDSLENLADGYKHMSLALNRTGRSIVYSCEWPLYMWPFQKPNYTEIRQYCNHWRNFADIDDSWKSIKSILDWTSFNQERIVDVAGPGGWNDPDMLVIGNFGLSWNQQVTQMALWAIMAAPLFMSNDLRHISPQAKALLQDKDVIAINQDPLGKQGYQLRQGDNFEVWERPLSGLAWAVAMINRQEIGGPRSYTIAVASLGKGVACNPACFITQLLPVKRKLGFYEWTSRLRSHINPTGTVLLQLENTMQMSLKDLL
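Fluorogenic readout (Ex 365/Em 440 nm) of 4-methylumbelliferone released from 1 mM 4-MU-alpha-galactoside by spleen homogenate, 40 min at 37C, pH 5.0. Data normalized to no-enzyme and enzyme controls; Hill-equation AC50 from compound titrations.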
Tau FP inhib: blocks human tau fibril formation measured by polarization; AID 1468; P10636; hit rate 0.39% among 280,000; Potency, µM (top dose mostly 57.7 µM), for the others: top-dose activity, negative = inhibition, most hits filed as inhibitors; K18 P301L tau heparin fibrillization, Alexa594 FP, 6 h; note: nearly all actives have a fitted effect of over 55% in size
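FP of Alexa 594-tau after heparin (20 uM) induction. Substrate: human K18 P301L, 15 uM unlabeled, 0.24 uM labeled. Buffer 100 mM sodium acetate pH 7. 6 hr, 37 C.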
TRb SRC2 PPI: TRbeta-SRC2 interaction inhibition; P10828; TRbeta-SRC2 peptide binding, fluorescence polarization; receptor liganded with 1 µM T3; Potency, µM (doses to about 106 µM), for the others: at the highest dose activity change, negative = inhibition, actives largely listed as inhibitors; hit rate 0.065% among 280,000; AID 1469;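 note: plate controls were bound peptide for no effect and peptide without receptor for full effect; nearly all actives have a fitted effect of over 50% in size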
Target sequence (P10828 whole entry, looked up): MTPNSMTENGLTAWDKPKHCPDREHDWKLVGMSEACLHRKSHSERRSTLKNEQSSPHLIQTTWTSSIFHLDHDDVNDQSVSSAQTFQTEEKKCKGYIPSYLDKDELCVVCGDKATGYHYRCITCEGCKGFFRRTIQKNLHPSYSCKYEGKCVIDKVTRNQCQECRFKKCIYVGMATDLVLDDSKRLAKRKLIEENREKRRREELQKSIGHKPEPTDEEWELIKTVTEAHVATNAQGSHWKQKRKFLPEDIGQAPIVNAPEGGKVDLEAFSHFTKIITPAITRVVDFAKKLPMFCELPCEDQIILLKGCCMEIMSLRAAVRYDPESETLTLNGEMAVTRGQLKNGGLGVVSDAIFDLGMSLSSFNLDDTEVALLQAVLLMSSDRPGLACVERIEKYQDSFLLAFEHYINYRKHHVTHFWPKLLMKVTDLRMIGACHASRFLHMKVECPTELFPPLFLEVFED
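Human TRb LBD (0.6 uM) plus Texas Red-labeled SRC2 peptide (20 nM), 1uM T3, 5% DMSO, 5 hr at ambient temperature. Decreased polarization (555/632 nm) flags inhibition; data normalized to free and bound peptide controls.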
Starred values were filed as active, the others as inactive; ? = inconclusive; · = not tested or not shown; & = joins results of further samples; [ ] = another dose, or the depositor's remark. Unless noted, calls come from the whole dose curve; as a rule, active = well fitted curve in the direction sought with a large enough effect; inconclusive = small, poorly fitted or top-dose-only effect, or another doubt; inactive = no such curve, though single readings can be large; an effect the other way counts as inactive or inconclusive. Unless noted, % is set by controls: 0 for no effect and ±100 for the full control effect; potency is the fitted concentration of half-maximal effect.

Start of the listing, in advance, 14 compounds:
SMILES	Tau fibril ThT	L3MBTL1 inh	ALDH1A1 block	TexasRed fluor	Tau fluor counter	aGal spleen mod	Tau FP inhib	TRb SRC2 PPI
COc1ccccc1Cc1nc2ccccc2n1S(=O)(=O)c1ccc(Cl)cc1	-11%	10%	4%	3%	-12%	-3%	0%	-7%
O=C1CC(c2cccs2)c2cc3c(cc2N1)OCO3 (centres undefined)	?	-13%	?	-6%	-29%	2%	0%	2%
CC1CCCCN1C(=O)CSc1nc(-c2ccccc2)no1 (centres undefined)	-3%	·	·	-1%	-6%	·	-1%	-2%
O=C(CSc1nnc(-c2ccncc2)o1)NC1CCCCC1	1%	13%	5%	1%	0%	1%	4%	7%
COC1(C#CC2C=CC(OC(C)=O)C(COC(C)=O)O2)CCCCC1 (centres undefined)	-17%[11.5 µM]	·	?	?	-5%[11.6 µM]	-10%[17.5 µM]	-16%[11.6 µM]	0%[11.2 µM]
COc1ccc(NC(=O)CN(C)C(=O)c2oc3ccccc3c2C)cc1	5%	-2%	1%	0%	2%	2%	2%	0%
c1ccc2c3c([nH]c2c1)-c1[nH]ncc1CC3	?	-6%	?	-1%	?	5%	?	1%
CN1C(=O)CSc2ccc(NC(=O)Nc3ccccn3)cc21	?	·	4%	-3%	?	2%	13%	-6%
C1CCCCCC(NCCN2CCNCC2)CCCCC1	2%	15%	·	-2%	4%	0%	-1%	-3%
Brc1ccc(-c2csc(N3CCC(c4ccccc4)C3)n2)cc1 (centres undefined)	?	5%	0%	-1%	-19%	-3%	2%	-3%
CNC(=O)Cc1nc2ccccc2n1CC(=O)Nc1cc(C)cc(C)c1	-8%	·	5%	0%	-1%	5%	6%	7%
Cc1ccc(C)c(S(=O)(=O)c2nnn3c2nc(N2CCN(C)CC2)c2sccc23)c1	-3%	·	·	0%	-19%	·	-2%	1%
CCC(C)NC(=O)Cn1c(=O)ccc2cc(S(=O)(=O)N3CCCC3)ccc21 (centres undefined)	10%	·	·	-3%	7%	·	-4%	2%
O=C(Nc1ccccc1F)C1C2C=CC3(O2)C1C(=O)N(c1cccnc1)C3C(=O)NC1CCCCC1 (centres undefined)	1%	9%	-15%	-1%	3%	-4%	-8%	-3%

Results, from the first entry:
SMILES	Tau fibril ThT	L3MBTL1 inh	ALDH1A1 block	TexasRed fluor	Tau fluor counter	aGal spleen mod	Tau FP inhib	TRb SRC2 PPI
COc1ccccc1Cc1nc2ccccc2n1S(=O)(=O)c1ccc(Cl)cc1	-11%	10%	4%	3%	-12%	-3%	0%	-7%
O=C1CC(c2cccs2)c2cc3c(cc2N1)OCO3 (centres undefined)	?	-13%	?	-6%	-29%	2%	0%	2%
CC1CCCCN1C(=O)CSc1nc(-c2ccccc2)no1 (centres undefined)	-3%	·	·	-1%	-6%	·	-1%	-2%
O=C(CSc1nnc(-c2ccncc2)o1)NC1CCCCC1	1%	13%	5%	1%	0%	1%	4%	7%
COC1(C#CC2C=CC(OC(C)=O)C(COC(C)=O)O2)CCCCC1 (centres undefined)	-17%[11.5 µM]	·	?	?	-5%[11.6 µM]	-10%[17.5 µM]	-16%[11.6 µM]	0%[11.2 µM]
COc1ccc(NC(=O)CN(C)C(=O)c2oc3ccccc3c2C)cc1	5%	-2%	1%	0%	2%	2%	2%	0%
c1ccc2c3c([nH]c2c1)-c1[nH]ncc1CC3	?	-6%	?	-1%	?	5%	?	1%
CN1C(=O)CSc2ccc(NC(=O)Nc3ccccn3)cc21	?	·	4%	-3%	?	2%	13%	-6%
C1CCCCCC(NCCN2CCNCC2)CCCCC1	2%	15%	·	-2%	4%	0%	-1%	-3%
Brc1ccc(-c2csc(N3CCC(c4ccccc4)C3)n2)cc1 (centres undefined)	?	5%	0%	-1%	-19%	-3%	2%	-3%
CNC(=O)Cc1nc2ccccc2n1CC(=O)Nc1cc(C)cc(C)c1	-8%	·	5%	0%	-1%	5%	6%	7%
Cc1ccc(C)c(S(=O)(=O)c2nnn3c2nc(N2CCN(C)CC2)c2sccc23)c1	-3%	·	·	0%	-19%	·	-2%	1%
CCC(C)NC(=O)Cn1c(=O)ccc2cc(S(=O)(=O)N3CCCC3)ccc21 (centres undefined)	10%	·	·	-3%	7%	·	-4%	2%
O=C(Nc1ccccc1F)C1C2C=CC3(O2)C1C(=O)N(c1cccnc1)C3C(=O)NC1CCCCC1 (centres undefined)	1%	9%	-15%	-1%	3%	-4%	-8%	-3%
COc1ccc(-c2n(Cc3ccccc3)c3ccccc3[n+]2Cc2ccccc2)cc1	-10%	-7%	?	-7%	-3%	0%	8%	-3%
O=C(COC(=O)C12CC3CC(CC(C3)C1)C2)N1CCN(S(=O)(=O)c2ccccc2)CC1	-10%	·	?	-3%	-10%	2%	11%	-9%
CCc1nc2sc3c(O)cc(=O)[nH]c3c2cc1C	-3%	·	?	-7%	-3%	0%	-4%	20%
CCN(c1ccccc1)c1nc2ccsc2c(=O)s1	-14%	85%[activator]	?	-3%	-17%	-11%	-1%	-16%
O=C(COC(=O)CNC(=O)c1ccccc1)Nc1nc(-c2ccccc2)cs1	-8%	7%	-11%	3%	-23%	-2%	-14%	0%
COc1cccc(NC(=O)CSc2nc3ccc(NC(=O)c4cccs4)cc3s2)c1	0%	·	·	6%	7.1µM*[quencher]	·	7.9µM*	11%
CCOc1ccc(C(C)NC(=O)c2cccc(F)c2)cc1 (centres undefined)	5%	0%	-2%	-2%[53 µM]	8%	-12%	-4%	3%[53 µM]
Cc1ccc(C(=O)NS(=O)(=O)c2ccc(N=NN(C)C)cc2)cc1	11%	-15%	?	-4%	5%	-3%	5%	0%
CCc1ccccc1N1CC(c2nc3ccccc3n2Cc2cccc(C)c2)CC1=O (centres undefined)	-12%	·	·	-1%	-3%	·	7%	1%
CC(C)c1ccccc1NC(=S)NC(C)c1ccccc1 (centres undefined)	-8%	2%	2%	2%	-8%	4%	3%	-3%
CCCCNS(=O)(=O)c1ccc2nc(-c3cccnc3)cc(C(=O)NCCOC)c2c1	-3%	·	·	0%&4%	0%&-14%	1%	2%&-12%	-2%&-3%
SMILES	Tau fibril ThT	L3MBTL1 inh	ALDH1A1 block	TexasRed fluor	Tau fluor counter	aGal spleen mod	Tau FP inhib	TRb SRC2 PPI
NCCc1nnc(SCc2ccccc2)o1	-4%	·	14%	0%	-1%	0%	4%	0%
N/C(=N\OC(=O)c1cccs1)c1ccccc1	-4%	13%	3%	-4%	-3%	2%	4%	2%
CC1(C)CCCC2=C1CC1C(=O)N(N)C(=O)C1C2 (centres undefined)	-12%	0%	-7%	0%	-11%	2%	2%	1%
C/C(=N\NC(=O)c1cccc(Cl)c1)c1cccc(NC(=O)C(C)C)c1	-2%	9%	3%	-1%	-2%	-1%	-4%	-13%
COc1cccc(OCC(O)CN(CCO)Cc2ccccc2)c1 (centres undefined)	-7%	4%	?	0%	-9%	-2%	-4%	-8%
COc1ccc2c(c1)CC/C(=C\c1ccc(OC)c(Cn3cccn3)c1)C2=O	?	·	?	-2%	-22%	1%	-15%	4%
CC(C)(C)OC(=O)NCCc1nnc(SCC(=O)Nc2cccc(Cl)c2)o1	-7%	1%	-1%	2%	-8%	-5%	-4%	0%
O=C(NCc1ccccc1)C(=O)NCC(c1ccco1)S(=O)(=O)c1ccc(Cl)cc1 (centres undefined)	0%	·	·	1%	-8%	·	-4%	1%
Cn1c(SCC(=O)N2CCc3ccccc3C2)nnc1-c1ccncc1	-2%	4%	-14%	-2%	4%	4%	4%	-5%
O=C(c1ccc(Br)cc1)c1cc(-c2ccccn2)c(N2CCOCC2)s1	-13%	50%[activator]	-2%	3%	-23%	16%	-3%	-3%
CCOC(=O)C1=C(c2ccccc2)O/C(=C(\C(=O)OC)C(F)(F)F)S1	-5%	·	-6%	-3%	-9%	-7%	-3%	-4%
Cc1ccc(S(=O)(=O)N(Cc2ccc(Cl)cc2)c2ccccc2C(=O)NCc2ccco2)cc1	-17%	1%	-1%	0%	-13%	1%	5%	3%
COc1ccc2c(c1)c(CC(=O)Nc1nnc(C3CC3)s1)c(C)n2C(=O)c1ccc(Cl)cc1	-4%	·	·	0%	-17%	0%	13%	2%
CCNC(=S)Nc1cc(-c2ccc(Cl)cc2)[nH]n1	?	?	1.3µM*	-2%	-26%	-7%	-11%	-2%
Cc1ccc(N(C(=O)NC2CCCCC2)C2=NCCCCC2)cc1	4%	0%	13%	-2%	0%	3%	3%	-4%
CCN1C(=O)CC(C(=O)OC)=C1C	2%	·	11%	0%	3%	-5%	6%	-1%
CCCCNc1nnc(SCC(=O)c2c[nH]c3ccccc23)s1	-16%	-4%	-3%	0%	?	-7%	-13%	-3%
O=C(NCCOc1ccccc1)c1cc(C(=O)NCCOc2ccccc2)cc([N+](=O)[O-])c1	-13%	-10%	-8%	-1%	?	4%	17%	2%
CCOC(=O)c1c(N)sc2c1CCC1C(=O)N(C3CCCCC3)C(=O)C21 (centres undefined)	?	4%	13µM*	-1%	-28%	-16%	6%	1%
